GIRK2 act = activators of NPY4-receptor-primed GIRK2 channels, summary, cell-based, HEK293, thallium flux; 34,000 tested, under 10 active; activation (% efficacy), % for hits at 37.5 µM; HEK293 GIRK2/NPY4 cells, thallium flux fluorescence; G protein-activated inward rectifier potassium channel 2 (Homo sapiens), P48051;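 active = primary screen hit, no activity in plain HEK293 cells, and in GIRK2-only cells above 5% efficacy rising with concentration; inactive = the rest, including fluorescent compounds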;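 note: efficacy is normalized control-subtracted fluorescence 15 s after thallium addition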
Target sequence (P48051 whole entry, looked up): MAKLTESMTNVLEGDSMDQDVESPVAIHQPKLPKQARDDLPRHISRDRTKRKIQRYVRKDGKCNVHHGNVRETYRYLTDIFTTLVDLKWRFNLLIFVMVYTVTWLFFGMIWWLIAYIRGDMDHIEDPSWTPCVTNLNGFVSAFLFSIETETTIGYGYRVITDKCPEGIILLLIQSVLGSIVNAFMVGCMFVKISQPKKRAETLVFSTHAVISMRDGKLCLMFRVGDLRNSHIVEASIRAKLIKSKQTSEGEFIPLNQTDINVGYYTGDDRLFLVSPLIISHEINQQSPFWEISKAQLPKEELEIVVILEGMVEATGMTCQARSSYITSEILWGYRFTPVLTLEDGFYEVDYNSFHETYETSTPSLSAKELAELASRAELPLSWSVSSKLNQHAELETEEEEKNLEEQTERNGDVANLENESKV
Calls only; i = inactive. Not all compounds are listed, so the mix of outcomes need not match the whole.

Structure | GIRK2 act
Cc1cc(NC(=O)C(C)Oc2ccccc2)n(-c2nc(-c3ccccc3)cs2)n1 (configuration not stated) | i
CN(C)C(=O)N1CCN(S(=O)(=O)c2ccc3ccccc3c2)CC1 | i
O=C(NCC1CCN(C(=O)c2cccnc2)CC1)C(=O)Nc1ccc(OC(F)(F)F)cc1 | i
NCc1cnco1 | i
COc1cccc2cc(C(=O)N(Cc3ccsc3)Cc3ccccn3)oc12 | i
CNC(=O)c1nsc(C(=O)NCc2ccccc2F)c1N | i
Cc1cc(-c2nnc(NC(=O)CCS(=O)(=O)c3ccc(Cl)cc3)o2)nn1C | i
CCc1ccc(NCc2cc3ccc(OC)cc3n(CC(=O)Nc3ccc(OC)cc3)c2=O)cc1 | i
CCCCCn1c(SCc2nc(-c3ccc(OC)cc3)no2)nc2ccsc2c1=O | i
CS(=O)(=O)c1ccc(NC(=O)C2CCCN2S(C)(=O)=O)cc1 (configuration not stated) | i
CCN(C1CCCCC1)S(=O)(=O)c1ccc(C(=O)Nc2ccccc2Cl)cc1 | i
CC(C)(CO)Nc1nc(-c2ccccc2)c2cc(Br)ccc2n1 | i

An excerpt of these results, field by field:
SMILES: Cc1cc(NC(=O)C(C)Oc2ccccc2)n(-c2nc(-c3ccccc3)cs2)n1 (configuration not stated)
  GIRK2 act: i
SMILES: CCc1ccc(NCc2cc3ccc(OC)cc3n(CC(=O)Nc3ccc(OC)cc3)c2=O)cc1
  GIRK2 act: i
SMILES: CS(=O)(=O)c1ccc(NC(=O)C2CCCN2S(C)(=O)=O)cc1 (configuration not stated)
  GIRK2 act: i
SMILES: CCCCCn1c(SCc2nc(-c3ccc(OC)cc3)no2)nc2ccsc2c1=O
  GIRK2 act: i

Following part.
Structure | GIRK2 act
COc1cc(-c2noc(CSc3nc4ccccc4c(=O)n3C(C)C)n2)cc(OC)c1OC | i
Cc1cc(C)n(-c2cc(N3CCCC(C(=O)NC4CCSC4=O)C3)ncn2)n1 (configuration not stated) | i
COc1ccc(-c2nnc(SCC(=O)Nc3cccc(C(C)=O)c3)n2N)cc1OC | i
COC(=O)c1sc2nc(C)cc(C)c2c1N | i
COc1ccc2nc(-c3ccc(Cl)c(NC(=O)COc4ccc(Cl)cc4)c3)cn2n1 | i
O=C(NCc1cccs1)C(=O)NCC1CCN(Cc2ccco2)CC1 | i
Cc1cccc2sc(N(Cc3ccncc3)C(=O)c3ccco3)nc12 | i
CCSc1ccccc1C(=O)NCC1(c2ccc(OC)cc2)CCCC1 | i
CCOc1ccc(NC(=O)NCCNC(=O)c2ccc(NC(=O)C3CCCC3)cc2)cc1 | i
Cc1ccc(S(=O)(=O)NCC(=O)NNC(=O)NC2CCCCC2)cc1 | i
CC(C)N(Cc1ccccc1)c1nc2c(c(=O)[nH]c(=O)n2C)n1CC(=O)O | i
COCCNC(=O)c1ccc2c(=O)n(CCc3ccccc3)c(SCC#N)nc2c1 | i

A draw from above in order of molecular weight, smallest number first.
Structure | GIRK2 act
Cc1cccc2sc(N(Cc3ccncc3)C(=O)c3ccco3)nc12 | i
O=C(NCc1cccs1)C(=O)NCC1CCN(Cc2ccco2)CC1 | i
CCOc1ccc(NC(=O)NCCNC(=O)c2ccc(NC(=O)C3CCCC3)cc2)cc1 | i

(list continues)
Structure | GIRK2 act
CCOC(=O)c1cn[nH]c1S(=O)(=O)N1CCC2(CC1)OCCO2 | i
O=S(=O)(c1ccc(Br)cc1)N1CCCC(c2nc(-c3cccc(F)c3)no2)C1 (configuration not stated) | i
Cc1cccc2c(=O)oc(=O)[nH]c12 | i
CCOC(=O)CCC(=O)N1CC(c2nc(-c3ccsc3)no2)C1 | i
O=C(/C=C/c1ccc2c(c1)OCO2)N1CCC(Cn2cccn2)CC1 | i
COc1ccc2nc(-c3cccc(NS(=O)(=O)c4ccc(Cl)s4)c3)cn2n1 | i
Cc1ccc(-n2ncc3c(=O)n(NC(=O)C(C)Oc4ccccc4)cnc32)cc1 (configuration not stated) | i
CN(C)S(=O)(=O)c1ccc(C(=O)NCC(O)(c2cccs2)C2CC2)cc1 (configuration not stated) | i
COc1cccc(C(CNC(=O)c2ccc(OC(C)C)cc2)N2CCOCC2)c1 (configuration not stated) | i
COc1coc(C(=O)Nc2ccc3c(c2)OCCO3)cc1=O | i
COc1cc(OC)cc(C(=O)N2CCN(c3cc(-c4ccccc4)[nH]n3)CC2)c1 | i
CC(c1ccccc1)n1c(N2CCCCC2)nc2c1c(=O)n(C)c(=O)n2C (configuration not stated) | i

Remaining list, next part
Structure | GIRK2 act
COc1ccc(NC(=O)Cn2nc3ccc(SCc4ccc(Cl)cc4)nn3c2=O)cc1 | i
O=C(Nc1ccc(Nc2cc(-n3ccnc3)ncn2)cc1)c1cccc2ccccc12 | i
Cc1cccc2sc(N(Cc3ccncc3)C(=O)/C=C/c3cccs3)nc12 | i
CCc1ccc2ncc(C#N)c(Nc3cc(OC)c(OC)c(OC)c3)c2c1 | i
Cn1cccc(C(=O)NCC(O)c2ccc(C(F)(F)F)cc2)c1=O (configuration not stated) | i
Cc1cccc(C)c1OCCN1C(=O)C(C)CNc2ccccc21 (configuration not stated) | i
O=C(Nc1ccc(N2CCCS2(=O)=O)cc1)Nc1cccs1 | i
O=C(Nc1ccc(F)cc1)N1CCC2(CC1)NC(=O)N(Cc1ccc(Cl)cc1)C2=O | i
O=C1S/C(=C\c2ccc([N+](=O)[O-])cc2)C(=O)N1c1ccc(F)cc1 | i
Cc1nnsc1C(=O)N1CCC(CNC(=O)c2ccccc2C(F)(F)F)CC1 | i
CCn1ccc(C(=O)N2CC(=O)Nc3ccccc32)n1 | i
O=C(Cn1c2ccccc2c2ncn(Cc3ccccc3)c(=O)c21)NCCC1=CCCCC1 | i

Further structures:
Compound | GIRK2 act
Cc1cccc(Nc2ccc(N3CCN(C(=O)Nc4ccc5c(c4)OCCO5)CC3)nn2)n1 | i
COc1cc(N2CCN(C(=O)Nc3cccc(C(F)(F)F)c3)CC2)nc(OC)n1 | i
O=C(NCCn1nc(-c2cccnc2)ccc1=O)c1ccccc1 | i
COc1ccc(Cl)cc1NC(=O)NCC1CCN(C(=O)COc2ccccc2)CC1 | i
CSc1ccccc1C(=O)NCCS(=O)(=O)N1CCN(Cc2ccccc2)CC1 | i
O=S(=O)(c1ccc(Cl)s1)N1CCOC(c2ccccc2)C1 (configuration not stated) | i
Cc1c(C)n2c3c(=O)n(C)c(=O)n(C)c3nc2n1CCCc1ccccc1 | i
CCC(=O)Nc1ccc(S(=O)(=O)N2CCN(c3ccc(-c4ccco4)nn3)CC2)cc1 | i
CCCOc1cc(N2CCN(C(=O)c3ccc(Cl)cc3)CC2)nc(C)n1 | i
Cc1cc(=O)[nH]c(-n2nc(C)c(CCC(=O)NC(c3ccccc3)c3ccccc3)c2C)n1 | i
OCCCNc1nnnc2c1cnn2-c1ccccc1 | i
CCc1ccc(Oc2cc(N3CCC(C(=O)NCc4cccnc4)CC3)ncn2)cc1 | i
O=C(c1csc(NS(=O)(=O)c2ccccc2)n1)N1CCN(c2ccccc2F)CC1 | i
O=C(COc1ccccc1)NCCn1ncc2c(N3CCN(c4ccccc4)CC3)ncnc21 | i
COc1ccc(Cl)cc1NC(=O)N1CCN(c2ccc3nncn3n2)CC1 | i

Following part
Compound | GIRK2 act
COc1ccc(C(=O)Nc2cc(C)nn2-c2nc(-c3cccs3)cs2)cc1 | i
O=C(NCc1ccccc1)NCC(c1ccco1)N1CCOCC1 (configuration not stated) | i
COc1ccc(NC(=O)c2cccc(S(=O)(=O)N3CCOCC3)c2)c(OC)c1 | i
CCCc1cc(=O)[nH]c(-n2nc(-c3ccco3)cc2NC(=O)c2cc3ccccc3o2)n1 | i
Cc1ccc(NC(=O)NCCNc2cc(-n3ccnc3C)ncn2)c(Cl)c1 | i
Cc1ccc(NC(=O)C(=O)NCC2CCCO2)cc1N1CCCC1=O (configuration not stated) | i
CC1(C)CC(=O)c2sc(NC(=O)C3CCCCN3S(C)(=O)=O)nc2C1 (configuration not stated) | i
O=C(CS(=O)(=O)Cc1ccccc1)Nc1nc(-c2cccc([N+](=O)[O-])c2)cs1 | i
O=C(CCc1csc(NC(=O)c2ccc(Cl)cc2)n1)NC1CCCCC1 | i
CC(=O)Nc1ccc(OCC(O)COc2c(C)cccc2C)cc1 (configuration not stated) | i
CC(C)c1nnc(C2CCN(CC(=O)Nc3nc4ccccc4s3)CC2)o1 | i
CC(C)N1CCC(CNC(=O)C(=O)Nc2ccc(F)cc2F)CC1 | i
O=C(NCCc1ccsc1)NCc1ccc(Cl)cc1 | i
CCN(C1CCCCC1)S(=O)(=O)c1ccc(C(=O)Nc2ncnc3sccc23)cc1 | i
Cc1noc(CNC(=O)CSc2nnnn2C)n1 | i

(further entries)
Compound | GIRK2 act
CCOc1ccc2nc(NC(=O)C3CCCN(c4ccc(-n5cccn5)nn4)C3)sc2c1 (configuration not stated) | i
Cn1c(-c2cccs2)nn(CCNC(=O)c2ccco2)c1=O | i
O=C(c1cccs1)N1CCN(c2ccc(Nc3ccccn3)nn2)CC1 | i
Cc1ccc2nc3c(cc(C(=O)NCCCN4CCOCC4)n3Cc3ccccc3)c(=O)n2c1 | i
CC(C)(C)c1ccc(C(=O)NCCC(O)c2ccccc2)cc1 (configuration not stated) | i
C=CCc1ccccc1OC1OC(CO)C(O)C(O)C1NC(C)=O (configuration not stated) | i
COc1ccc2c(=O)c(Oc3ccc(C(=O)N4CCC(C(N)=O)CC4)cc3)coc2c1 | i
Cc1ccc(OCC(O)CN2CCCCC2)cc1 (configuration not stated) | i
Cc1cc(C)n(CCNC(=O)C(=O)Nc2ccc(C)c(F)c2)n1 | i
CCOc1ccc(NC(=O)C2C(C=C(Cl)Cl)C2(C)C)cc1 (configuration not stated) | i
COc1ccc(Cl)cc1NC(=O)NCCn1nc(-c2ccccc2)ccc1=O | i
O=C(Cn1nc(-c2ccco2)c2sc(N3CCOCC3)nc2c1=O)NCc1ccccc1Cl | i
Cc1ccc(N2C(=O)CCS2(=O)=O)cc1S(=O)(=O)Nc1ccccc1OC(C)C | i
COc1cc2c(cc1OC)CN(S(=O)(=O)c1ccc(Oc3ccccc3OC)cc1)CC2 | i
COc1ccc(N2C(=O)N(c3cccc(OC)c3)C3CS(=O)(=O)CC32)cc1 (configuration not stated) | i

(further entries)
Compound | GIRK2 act
COc1ccc(OC)c(C(=O)Nc2cc(C)nn2C(C)C)c1 | i
CC(=O)Nc1ccc(NC(=O)c2ccc(=O)n(Cc3ccc(F)cc3)c2)cc1 | i
Cc1nnc(C2CCN(C(=O)c3sc(C)nc3C)CC2)s1 | i
O=C(CSc1nccn1C1CCCC1)NC1CCCC1 | i
COc1cccc(C(CNC(=O)c2ccc([N+](=O)[O-])cc2)N2CCOCC2)c1 (configuration not stated) | i
COc1ccc(CNC(=O)C2CCN(c3cc(OC)ncn3)CC2)c(OC)c1 | i
CCCc1ccc(S(=O)(=O)Nc2ccc3c(c2)N(C(=O)c2cccs2)CC3)cc1 | i
O=C(NCC1CCN(Cc2ccccc2)CC1)C12CC3CC(CC(C3)C1)C2 | i
CS(=O)(=O)N1CCC(CNC(=O)CC2CCCC2)CC1 | i
COc1cc(-c2nnc(NC(=O)CCCS(=O)(=O)c3ccccc3)o2)cc(OC)c1OC | i
CCSC(=Nc1c(N)n(C)c(=O)n(C)c1=O)NC(=O)c1ccco1 | i
CCc1ccc(CNC(=O)Cc2nnc(Nc3ccccc3C)s2)cc1 | i
O=C(O)CSc1ccc(NC(=O)C2CC2)nn1 | i
CCOC(=O)N1CCN(C(=O)CSc2cc(N3CCCC3)ncn2)CC1 | i
O=S(=O)(NCCN1CCOC(c2ccccc2)C1)c1cc(Cl)ccc1Cl (configuration not stated) | i

(further entries)
Compound | GIRK2 act
CC(C)S(=O)(=O)c1cccc(C(=O)Nc2ccc3sccc3c2)c1 | i
COc1cc(CN2CCC(COCc3ccccc3)CC2)cc(OC)c1 | i
CN(C)c1cccc(C(=O)NCC2CCN(S(C)(=O)=O)CC2)c1 | i
O=C(COc1ccccc1)Nc1cccc(N2CCCCC2=O)c1 | i
COc1ccc(C(O)=C2C(=O)C(=O)N(CCCN(C)C)C2c2ccco2)cc1Cl (configuration not stated) | i
COc1cc([N+](=O)[O-])ccc1NC(=O)CCN1C(=O)c2ccccc2S1(=O)=O | i
O=C(NCCCN1CCOC(c2ccccc2)C1)C(=O)Nc1ccccc1Cl (configuration not stated) | i
COc1ccc(CNC(=O)NCC2(c3cccs3)CCOCC2)cc1OC | i
O=C(COc1ccccc1)NCCCn1nc(-c2ccco2)ccc1=O | i
COCCCn1c(SCc2nc(-c3cccc(Br)c3)no2)nc2ccccc2c1=O | i
O=C(NCC(O)(c1cccs1)C1CC1)C(=O)Nc1ccc2c(c1)OCCO2 (configuration not stated) | i
Cc1cccc(CS(=O)(=O)N2CCCSCC2CN2CCOCC2)c1 (configuration not stated) | i
COc1ccc(CC(=O)NCC(=O)N2CCOC(c3ccccc3)C2)cc1OC (configuration not stated) | i
COc1cccc(OCC(=O)Nc2ccc(CC(=O)NCC(F)(F)F)cc2)c1 | i
O=C(Cn1c(=O)oc2ccccc21)NCC(O)(c1cccs1)C1CC1 (configuration not stated) | i

Further entries:
Compound | GIRK2 act
CCOC(=O)c1csc(NC(=O)NCc2ccc(F)cc2)n1 | i
Cc1nc(Nc2cccc(F)c2)nc(N2CCOCC2)c1[N+](=O)[O-] | i
CC(=O)Nc1cccc(NC(=O)Cc2csc(Nc3ccc(S(C)(=O)=O)cc3)n2)c1 | i
CCOc1ccc(NC(=O)Cc2cc(-c3ccc(F)cc3)on2)cc1 | i
c1ccc(CSc2cc(N3CCOCC3)ncn2)cc1 | i
NS(=O)(=O)Cc1ccccc1 | i

Laid out differently: results already given
Molecule: CC(=O)Nc1cccc(NC(=O)Cc2csc(Nc3ccc(S(C)(=O)=O)cc3)n2)c1
  GIRK2 act: i

Molecule: CCOc1ccc(NC(=O)Cc2cc(-c3ccc(F)cc3)on2)cc1
  GIRK2 act: i

Molecule: c1ccc(CSc2cc(N3CCOCC3)ncn2)cc1
  GIRK2 act: i
